Screening results as filed in PubChem.
PTAP TSG101 blk: qHTS Assay for Iinhibitors of HIV-1 Budding by Blocking the Interaction of PTAP/TSG101. Potency, µM (titrated, usually from 115 µM), without a hit: top-dose activity change, negative = inhibition, hits mostly inhibitors. Fluorescence polarization, FITC-PTAP peptide / Tsg101 binding. 340,000 tested, under 10 active. Tumor susceptibility gene 101 protein (Homo sapiens), Q99816; active = well fitted inhibition curve with a large enough effect in the main read-out, with a control signal flat, not every such curve was filed as active; inconclusive = small, poorly fitted or top-dose-only effect, or effect the other way, or a change in a side signal; inactive = no such curve, though single readings can be large or run the other way; note: potency is the fitted concentration of half-maximal effect; % of control where 0% means no effect
Target sequence (Q99816 whole entry, looked up): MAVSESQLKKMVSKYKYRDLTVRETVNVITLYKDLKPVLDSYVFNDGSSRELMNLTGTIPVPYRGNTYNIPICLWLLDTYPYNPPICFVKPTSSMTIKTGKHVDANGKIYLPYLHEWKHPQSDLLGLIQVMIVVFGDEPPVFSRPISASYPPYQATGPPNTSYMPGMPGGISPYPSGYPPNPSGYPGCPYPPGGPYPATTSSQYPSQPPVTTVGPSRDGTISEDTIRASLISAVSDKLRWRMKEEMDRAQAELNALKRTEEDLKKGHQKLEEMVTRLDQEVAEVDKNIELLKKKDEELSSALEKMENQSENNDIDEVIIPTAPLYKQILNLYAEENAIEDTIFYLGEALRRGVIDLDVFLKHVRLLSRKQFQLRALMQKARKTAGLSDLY
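Compounds were pin-transferred onto Tsg101 binding domain (10 uM final) in HEPES pH 7.5 buffer, then FITC-PTAP peptide was added at 50 nM final. After 20 min at RT, polarization reported peptide displacement across a qHTS concentration series.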
a7 integrin act: qHTS for Activators of Integrin-Mediated Alleviation for Muscular Dystrophy; alpha7betagal myoblasts, beta-gal FDG fluorescence, 48 h; hit rate 0.064% among 350,000; Potency, µM (top dose mostly 38.3 µM), for the others: top-dose activation, usual class: activators;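 note: potency is the fitted concentration of half-maximal effect; 100% = response of the positive control SU9516; nearly all actives have a fitted effect of over 60% in size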
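alpha7betagal+/- myoblasts (passage 13, 250/well) treated 48 h at 37C with compounds at 1:260 dilution of DMSO stock. Lysed, then beta-galactosidase activity read as FDG fluorescence (ex 480/em 540) after 30 min, with pre-read for autofluorescence.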
TCR activator: Activators of T cell receptors: qHTS campaign | primary human leukocytes, anti-CD3, IL-2 HTRF, 48 h | AID 504894, 2011 | Potency, µM (top dose mostly 9.22 µM), for inactives: top-dose activation of IL-2 secretion, usual class: activators | 330,000 tested, under 10 active; note: % of control where 0% means no effect
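Using a-CD3 beads without co-stimulation, primary human leukocytes were exposed to compounds for 48 hr. An HTRF IL-2 kit measured the cytokine, with europium-to-d2 energy transfer producing emission at 665nm upon 320nm excitation.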
Menin-MLL TR inh: qHTS Assay for Inhibitors Targeting the Menin-MLL Interaction in MLL Related Leukemias: Competition With Texas Red Labeled MLL-derived Mutant Peptide; Menin + Texas Red MLL mutant peptide, fluorescence polarization; AID 1768, 2009; hit rate 0.23% among 270,000; Potency, µM (doses to about 61.6 µM), inactives show at the highest dose FP activity change, negative = inhibition, usual class: inhibitors; active = well fitted inhibition curve with a large enough effect in the polarisation, with a control signal flat, not every such curve was filed as active; inconclusive = small, poorly fitted or top-dose-only effect, or effect the other way, or a change in a side signal; inactive = no such curve, though single readings can be large or run the other way; the % refers to the polarisation; note: potency is the fitted concentration of half-maximal effect; % of control where 0% means no effect; many of its hits are not listed in these tables
ASM inhibitor: Inhibitors of Secretory Acid Sphingomyelinase (S-ASM): qHTS | Sphingomyelin phosphodiesterase (Homo sapiens), P17405 | placental ASM, HMU-PC fluorogenic substrate, 60 min | Potency, µM (series often up to 57.5 µM), for the others: at the highest dose activity change, negative = inhibition, usual class: inhibitors | hit rate 0.006% among 340,000 | AID 504937, 2011; note: potency is the fitted concentration of half-maximal effect
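Fluorogenic HMU-PC substrate (9 uM final) is turned over by placental ASM in 60 min at 37 C after a 10 min compound preincubation. Reaction ended by alkaline stop (pH 10), with fluorescence read at 386/447 nm.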
AT treatment: qHTS Assay for Identifying a Potential Treatment of Ataxia-Telangiectasia; […] A-T fibroblasts, KAP-1 phosphorylation AlphaLISA; neocarzinostatin DNA damage 30 min before lysis; Potency, µM (doses to about 57.5 µM), without a hit: at the top dose activation, usual class: activators; hit rate 0.19% among 320,000; note: potency is the fitted concentration of half-maximal effect; % of control where 0% means no effect; nearly all actives have a fitted effect of over 45% in size
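hTERT-immortalized A-T patient fibroblasts ([…]), 500 cells/well in OPTI-MEM, 1% FBS, got compounds for 60 min, then NCS for 30 min at 37C. Lysates were then assayed for phospho-KAP-1 by AlphaLISA (anti-pKAP1 donor, anti-KAP1 acceptor beads), 6 hr at 25C.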
MBNL1-CUG inh: qHTS Assay for Inhibitors of MBNL1-poly(CUG) RNA binding; TR-FRET MBNL1-His/biotin-(CUG)12 binding, 665/545 ratio; Potency, µM (titrated, usually from 57.5 µM), for inactives: at the highest dose activity change, negative = inhibition, usual class: inhibitors; hit rate 0.036% among 280,000; active = well fitted inhibition curve with a large enough effect in the signal ratio, with a control signal flat, not every such curve was filed as active; inconclusive = small, poorly fitted or top-dose-only effect, or effect the other way, or a change in a side signal; inactive = no such curve, though single readings can be large or run the other way; the % refers to the signal ratio; note: potency is the fitted concentration of half-maximal effect; % is set by controls: 0 for no effect and ±100 for the full control effect
Target sequence (Q9NR56 whole entry, looked up): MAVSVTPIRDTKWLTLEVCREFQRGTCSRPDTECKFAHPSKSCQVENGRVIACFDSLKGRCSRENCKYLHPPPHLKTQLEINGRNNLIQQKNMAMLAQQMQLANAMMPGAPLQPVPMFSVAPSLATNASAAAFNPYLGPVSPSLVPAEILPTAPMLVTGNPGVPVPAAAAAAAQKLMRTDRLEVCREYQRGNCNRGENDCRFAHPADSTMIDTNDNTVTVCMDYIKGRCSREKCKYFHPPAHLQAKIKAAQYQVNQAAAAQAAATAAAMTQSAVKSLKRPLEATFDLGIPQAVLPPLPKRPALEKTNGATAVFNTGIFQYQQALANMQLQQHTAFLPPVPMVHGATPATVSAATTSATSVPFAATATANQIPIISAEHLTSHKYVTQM
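Compounds (final 92 nM to 58 uM) are added to His-tagged MBNL1 and biotin-(CUG)12, then terbium anti-His antibody and streptavidin-XL665 (5 nM final). After 60 min at room temperature, the 665/545 nm ratio is read.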
Mito fusion yeast: qHTS Assay for Small Molecule Inhibitors of Mitochondrial Division or Activators of Mitochondrial Fusion | S. cerevisiae fusion-defective mutant growth rescue, CellTiterGlo 48 h | Potency, µM (doses to about 46.1 µM), inactives show at the highest dose growth rescue (activation), hits mostly activators | hit rate 0.23% among 320,000 | AID 485298, 2010;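 note: potency is the fitted concentration of half-maximal effect; % of control where 0% means no effect; nearly all actives have a fitted effect of over 45% in size; temperature-sensitive fusion mutants such as fzo1-1 at 37 °C on non-fermentable ethanol glycerol medium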
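Yeast fusion mutant, YPEG (non-fermentable carbon), compound, 48 h at 37C non-permissive; CellTiterGlo added, 10 min RT, luminescence read. Rescued growth = division inhibition.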
MLL CXXC-DNA inh: qHTS Fluorescence Polarization Assay for Inhibitors of MLL CXXC domain - DNA interaction. Histone-lysine N-methyltransferase 2A (Homo sapiens), Q03164. MLL-CXXC / FITC-HOXA9 DNA fluorescence polarization. Potency, µM (highest dose often 115 µM), for inactives: top-dose activity change, negative = inhibition, usual class: inhibitors. hit rate 0.037% among 290,000. AID 2662, 2010; active = well fitted inhibition curve with a large enough effect in the polarisation, with a control signal flat, not every such curve was filed as active; inconclusive = small, poorly fitted or top-dose-only effect, or effect the other way, or a change in a side signal; inactive = no such curve, though single readings can be large or run the other way; the % refers to the polarisation; note: potency is the fitted concentration of half-maximal effect
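Purified MLL-CXXC (added from a 7 uM solution) was preincubated 5 min at ambient with pinned compounds in 50 mM Tris-HCl pH 7.5, 50 mM NaCl, 1 mM DTT, 0.05% BSA. Fluorescein-labeled HOX-A9 DNA (50 nM solution) followed, 30 min, then polarization read.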
TSHR antagonist: Antagonists of the Thyroid Stimulating Hormone Receptor: HTS campaign; TSHR-expressing cells, TSH-stimulated cAMP HTRF, 2 h; stronger effect = lower value; activity change, negative = inhibition, % at 11.5 µM; hit rate 0.2% among 330,000;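 active = activity change below a set negative limit, meaning inhibition stronger than a set level, cut at about -70% in these data; inconclusive = activity change between two set negative limits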; note: % is set by controls: 0 for no effect and ±100 for the full control effect
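Competitive HTRF cAMP read-out (cryptate anti-cAMP antibody, cAMP-d2; 30 min, room temperature) in freshly harvested TSHR cells. Compounds added before TSH at EC80 (4nM final), followed by 2 hours' incubation at 37 deg C.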
The depositor's hits bear a star; ? = inconclusive; · = not tested or not shown; [ ] = another dose, or the depositor's remark. Unless noted, calls come from the whole dose curve; as a rule, active = well fitted curve in the direction sought with a large enough effect; inconclusive = small, poorly fitted or top-dose-only effect, or another doubt; inactive = no such curve, though single readings can be large; an effect the other way counts as inactive or inconclusive. Not all compounds are listed, so the mix of outcomes need not match the whole.

SMILES | PTAP TSG101 blk | a7 integrin act | TCR activator | Menin-MLL TR inh | ASM inhibitor | AT treatment | MBNL1-CUG inh | Mito fusion yeast | MLL CXXC-DNA inh | TSHR antagonist
O=c1cc(Cc2nnc(SCc3ccccc3)n2-c2ccc(Cl)cc2)[nH]c(=O)[nH]1 | -8% | -2% | -27% | -3% | 4% | 1% | -3% | 1% | 9% | 1
CC(C)C(=O)N1CCC(Cc2ccccc2)CC1 | -5% | ? | 7% | -6% | -1% | 9% | -3% | 5% | -12% | -6
COc1cccc(CC(=O)N2CCN(S(=O)(=O)c3ccc(Br)cc3)CC2)c1 | -3% | 7% | -2% | · | 2% | 1% | · | 12% | · | -2
O=C(Nc1ncccn1)c1cc(-c2cccc(Br)c2)nc2ccccc12 | -2% | 17% | -8%[46.1 µM] | 18% | 3% | 5% | 8% | 29% | 14% | -2
O=C(Nc1nnc(C2CC2)s1)C1CCCO1 (stereo not drawn) | -1% | 7% | 1% | 6% | 0% | 2% | -3% | 1% | 18% | -8
Cc1oc2c(C)c(O)ccc2c(=O)c1-c1ccc2ccccc2n1 | -12% | 10%[7.66 µM] | -3% | -13% | 1% | 2% | 7% | 0% | 5% | 0
COc1cccc(NC(=O)CCC2CCN(C(=O)c3sccc3C)CC2)c1 | -2% | 8% | 3% | · | 4% | 7% | -2% | -5% | 7% | 6
Cc1cccc(CN2CCSc3sccc3C2=O)c1 | -1% | -10% | -13% | -6% | 4% | 0% | -7% | -8% | -4% | -7
CC1CCN(c2ncccc2C(=O)O)CC1 | -6% | 9% | -3% | -7% | 4% | -4% | -4% | 3% | ? | 18
O=C(O)C(O)C(O)c1nc2ccccc2[nH]1 (stereo not drawn) | 0% | 4% | 5% | -2% | 2% | -5% | 3% | 2% | -3% | -6
CCOC(=O)C1CCN(c2ncnc3c(C)csc23)CC1 | -1% | 3% | -71% | · | -2% | 11% | -9% | -9% | -4% | -7
CCOC(=O)c1cc(C)sc1NC(=O)CSc1nnnn1C | · | 13% | 7% | -2% | 5% | 4% | 0% | -1% | 0% | -10
COC(=O)c1cccc(Oc2cccc(Cl)n2)c1 | -3% | -8% | 2% | 1% | -1% | 15% | -8% | 3% | 2% | 14
N/C(Cc1ccc([N+](=O)[O-])cc1)=N\OC(=O)COc1ccccc1Cl | -2% | 34% | 0%[46.1 µM] | 11% | -2% | 8% | 18% | 8% | 2% | -6
COc1ccc(-n2c(Cc3cccn3C)nnc2SCC(=O)Nc2cccc(C)c2C)cc1 | -1% | -45% | -4%[46.1 µM] | -12% | -3% | -9% | 1% | 0% | 5% | 13
O=C(CSc1nnnn1-c1ccccc1)NC(=O)Nc1ccc2c(c1)OCCO2 | -5% | 18% | · | 5% | 2% | 9% | 4% | 2% | -3% | 7
O=C(COc1ccc2ccccc2c1)N1CCNCC1 | 1% | -8% | -4% | · | 0% | 7% | 4% | -2% | 1% | -8
COc1ccc(N2CCN(C(=O)CSc3ncnc4c3cnn4-c3ccc(OC)cc3)CC2)cc1 | 1% | 16% | -3% | 4% | 9% | -2% | -8% | 2% | 2% | -16
Cn1cccc1C(=O)NNC(=O)c1ccccc1Br | -2% | 9% | -26% | · | -2% | -7% | · | -1% | · | 7
COc1ccc(C(c2oc(CO)cc(=O)c2O)c2oc(CO)cc(=O)c2O)cc1 | -3% | -34% | -2% | 3% | -1% | -7% | 3% | -7% | 22% | -6
O=C(NCCN1CCOCC1)c1cc2n(n1)C(C(F)(F)F)CC(c1ccc(F)cc1)N2 (stereo not drawn) | -8% | -11%[7.66 µM] | · | -6% | -2% | 3% | -1% | -3% | 3% | 14
Cc1cc(C(=O)N2CCCC(CNS(=O)(=O)c3cccs3)C2)nn1C (stereo not drawn) | -1% | -54%[inhibitor] | -1% | -10% | 4% | -3% | -3% | -3% | -2% | 11
O=C(CCNC(=O)Cn1cnc2ccccc2c1=O)NCC1COc2ccccc2O1 (stereo not drawn) | -5% | -55%[inhibitor] | 4% | 1% | 4% | -7% | -15% | -1% | 2% | 6
COC(=O)/C=C1\NCCNC1=O | 1% | 0% | -47% | · | 2% | 1% | · | -2% | 9% | -2
N#CCCN(C(=O)COC(=O)CCc1nc2ccccc2c(=O)[nH]1)c1ccccc1F | -3% | ? | 1% | · | -1% | 0% | · | -1% | · | 9
O=C(O)COCC(=O)Nc1ccc(-n2cnnn2)cc1 | -6% | 0% | 2% | 0% | 2% | 0% | 0% | 3% | 1% | -5
Nc1ccc(CCS(N)(=O)=O)cc1 | 0% | 2%[7.66 µM] | -4% | 10% | 5% | 11% | 3% | -3% | 1% | -8
O=C(Cc1ccc(Cl)cc1)Nc1ccc(N2CCN(C(=O)c3ccco3)CC2)c(Cl)c1 | 1% | -4% | -5% | 20% | -2% | 1% | 5% | ? | -14% | -22
N#Cc1c(NC(=O)CCCC(=O)O)sc2c1CCCCC2 | -2% | 20% | -5%[46.1 µM] | 2% | 4% | -8% | ? | 4% | 0% | 14
O=C(O)CCn1cc(/C=C2\SC(=S)NC2=O)c(-c2ccccc2)n1 | -8% | 14% | -7% | 8% | -1% | -12% | ? | 9% | -4% | -5
COc1ccccc1NC(=O)Nc1nc(CC(=O)Nc2ccc(F)c(F)c2)cs1 | -3% | -12% | -10% | · | -23% | -1% | · | -9% | · | 17
COc1ccc(C(=O)NC2CC2)cc1OC1CCN(Cc2cc(C)cc(C)c2)CC1 | 0% | 15% | 3% | -9% | 0% | 12% | -1% | 0% | -7% | 6
O=C(CCC1CCCCC1)NNC(=O)NC12CC3CC(CC(C3)C1)C2 | · | 9% | · | 4% | -4% | 1% | -17% | ? | -8% | -8
O=C(Nc1cccc(NC(=O)c2cccs2)c1)c1cccnc1 | -7% | -20% | 2% | 20% | -2% | -12% | -1% | -6% | 14% | -8
O=C(/C=C/c1ccc([N+](=O)[O-])cc1)NCc1ccco1 | -4% | -13% | 5%[46.1 µM] | 1% | 6% | -2% | ? | -13% | -8% | -8
COc1ccc(C)cc1Cn1c(S(C)(=O)=O)nc2ccccc21 | -2% | -22% | -9% | -8% | -2% | -2% | -3% | 12% | -4% | -1
COC(=O)c1cccc2c(C(=O)O)cc(-c3ccccc3)nc12 | -4% | 19% | -5% | · | -2% | · | · | · | · | ·
COc1cc(C(=O)Nc2ccc3c(c2)Cc2ccccc2-3)cc(OC)c1OC | -4% | -12% | -1%[46.1 µM] | 14% | -2% | 3% | · | -4% | -11% | -2
Cc1cc2c(c(=O)n1Cc1cccnc1)C(Cc1ccccc1)C(C#N)=C(N)O2 (stereo not drawn) | -3% | 22% | 2% | -10% | 59% | 7% | 9% | 4% | 5% | -9
CCN(CC)C(=O)COc1ccc2c(c1)C(=O)CC(C)(C)O2 | -10% | 14% | 1% | -4% | 424%[activator] | -1% | 13% | 1% | 0% | 10
CCn1nc(C)c(NC(=O)c2cnn3c(C(F)F)cc(-c4ccccc4)nc23)c1C | -2% | 4% | -6% | -19% | 0% | -1% | 9% | 14% | -5% | -18
O=C(O)CSc1nc(-c2ccccc2)c(-c2ccccc2)[nH]1 | 0% | -1% | 3% | · | 3% | -8% | -15% | 2% | -3% | -7
Cc1cc(NC(=O)COC(=O)C2CC2)ccc1Br | -7% | 0% | 2% | · | -10% | -4% | · | -2% | · | 12
O=C1c2ccccc2C(=O)N1CC1c2ccccc2CCN1S(=O)(=O)c1ccccc1 (stereo not drawn) | -3% | -13% | 1% | ? | -3% | -8% | ? | 4% | -4% | -3
CC1(c2ccc3c(c2)OCO3)NC(=O)N(CC(=O)Nc2ccccc2)C1=O (stereo not drawn) | 0% | -27% | 5% | · | -2% | 1% | · | -4% | · | 7
